Screens: PubChem, Sanford-Burnham Center for Chemical Genomics
CXCR6 inh: CXCR6 receptor inhibitors, primary screen, cell-based, beta-arrestin, luminescence, CHO-K1 PathHunter, 1536-well; C-X-C chemokine receptor type 6 (Homo sapiens), O00574; inhibition, % at 20 µM; 360,000 compounds, 0.36% hits; in the data active = inhibition above about 34%, passing the limit was not always enough;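 note: antagonist mode with CXCL16 agonist at 10 nM final; 0% = 10 nM CXCL16 with DMSO and 100% = unstimulated wells without agonist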
Target sequence (O00574 whole entry, looked up): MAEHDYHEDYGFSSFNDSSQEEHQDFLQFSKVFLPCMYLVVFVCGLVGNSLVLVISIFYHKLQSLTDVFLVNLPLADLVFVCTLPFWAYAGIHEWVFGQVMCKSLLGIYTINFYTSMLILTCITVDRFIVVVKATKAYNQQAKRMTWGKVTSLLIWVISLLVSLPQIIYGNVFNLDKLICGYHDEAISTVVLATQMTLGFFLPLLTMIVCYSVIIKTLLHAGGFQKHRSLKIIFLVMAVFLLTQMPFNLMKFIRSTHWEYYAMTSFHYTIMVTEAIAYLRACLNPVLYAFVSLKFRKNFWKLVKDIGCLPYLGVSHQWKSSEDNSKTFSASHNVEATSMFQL
EBI2 block: EBI2 receptor antagonists, beta-arrestin recruitment, primary screen, cell-based, luminescence, 7a,25-OHC stimulation, uHTS. 7a,25-OHC stimulated. G-protein coupled receptor 183 (Homo sapiens), P32249. AID 651636, 2012. inhibition, % at 5 µM. 360,000 compounds, 0.81% hits; in the data active = inhibition above about 38%;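 note: enzyme fragment complementation signal reports receptor beta-arrestin coupling in cells; 0% = agonist plus DMSO wells and 100% = wells without agonist; some results beyond the cut were filed as inactive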
Gli-Sufu block: Gli-Sufu pathway antagonists, primary screen, luciferase luminescence, Sufu-KO-LIGHT cells, uHTS. Sufu-KO-LIGHT fibroblasts, Gli luciferase reporter luminescence. AID 588413, 2011. 340,000 compounds, 0.74% hits. inhibition, % at 5 µM;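 active = inhibition above about 55%, limit read from the data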;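 note: 0% = DMSO-treated cells and 100% = wells with medium but no cells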
A3G deaminase: APOBEC3G DNA deaminase inhibitors, primary screen, biochemical, fluorescence, single-stranded DNA substrate, uHTS | DNA dC->dU-editing enzyme APOBEC-3G (Homo sapiens), Q9HC16 | recombinant A3G, ssDNA deamination FAM/TAMRA fluorescence | inhibition, % at 20 µM | 330,000 compounds, 0.28% hits;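 active = inhibition of at least 40% at 20 µM, with no more than 30% in the related APOBEC3A deaminase screen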;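 note: plate controls were DMSO wells with A3G for no effect and wells lacking A3G enzyme for full effect; some compounds called inactive have numbers as strong as hits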
MPTP inh: mitochondrial permeability transition pore inhibitors, primary screen, biochemical, isolated mouse mitochondria, absorbance | Ca2+ swelling absorbance, 30 min | inhibition, % at 10 µM | 360,000 compounds, 1.4% hits | AID 602449, 2012;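 active = inhibition of 50% or more, scaled per plate between neutral and stimulator controls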;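 note: 0% = DMSO wells given calcium and 100% = 1 mM EGTA wells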
NR3A LBD binder: binders of NR3A ligand-binding domain, primary screen, biophysical, differential scanning fluorimetry, uHTS | NR3A LBD differential scanning fluorimetry, Tm shift; 0% = protein alone, 100% = glycine-bound protein | Tm shift relative to glycine control, % at 25 µM | 340,000 compounds, 2.5% hits;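 active = melting temperature shift of at least 10% of the positive control shift, at one fixed dose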
CCR6 antag: CCR6 receptor antagonists, primary screen, cell-based, CHO-K1, luminescence, beta-arrestin, uHTS. CHO-K1 CCR6 PathHunter beta-arrestin, CCL20-stimulated. inhibition, % at 20 µM. 340,000 compounds, 0.49% hits. AID 493098, 2011;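 active = compounds whose inhibition of the agonist-driven luminescence signal at 20 µM reaches about 50%, limit read from the data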;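 note: cells stimulated with CCL20 at 14 nM final; plate controls were DMSO with CCL20 for no effect and DMSO without agonist for full effect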
Target sequence (P51684 whole entry, looked up): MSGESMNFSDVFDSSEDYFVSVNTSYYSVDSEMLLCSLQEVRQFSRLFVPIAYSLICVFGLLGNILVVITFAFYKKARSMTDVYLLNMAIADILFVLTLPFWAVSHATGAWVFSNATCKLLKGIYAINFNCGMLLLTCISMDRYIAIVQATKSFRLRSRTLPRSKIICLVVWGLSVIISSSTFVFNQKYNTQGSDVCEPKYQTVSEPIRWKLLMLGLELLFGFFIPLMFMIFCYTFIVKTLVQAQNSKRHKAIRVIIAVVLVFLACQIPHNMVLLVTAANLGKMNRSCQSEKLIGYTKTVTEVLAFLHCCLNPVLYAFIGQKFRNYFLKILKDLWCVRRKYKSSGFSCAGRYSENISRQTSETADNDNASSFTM
A3A deaminase: APOBEC3A ssDNA deaminase inhibitors, primary screen, selectivity assay for APOBEC3G inhibitor project, biochemical, FAM/TAMRA oligo cleavage fluorescence | DNA dC->dU-editing enzyme APOBEC-3A (Homo sapiens), P31941 | recombinant A3A, FAM/TAMRA ssDNA deamination fluorescence | inhibition, % at 20 µM | 330,000 compounds, 0.41% hits;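 active = at least 40% inhibition at 20 µM here, with at most 30% in a related deaminase screen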;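 note: plate controls were A3A with DMSO for no effect and wells lacking A3A enzyme for full effect; some results filed as inactive read as strong as hits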
Target sequence (P31941 whole entry, looked up): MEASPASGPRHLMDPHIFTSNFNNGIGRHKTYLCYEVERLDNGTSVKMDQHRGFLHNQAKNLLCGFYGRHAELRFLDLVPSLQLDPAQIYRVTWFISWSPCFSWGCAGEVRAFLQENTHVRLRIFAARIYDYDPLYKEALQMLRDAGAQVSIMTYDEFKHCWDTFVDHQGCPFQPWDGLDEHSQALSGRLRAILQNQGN
An asterisk follows results filed as active; . = no result given.

compound	CXCR6 inh	NR3A LBD binder	Gli-Sufu block	CCR6 antag	A3G deaminase	A3A deaminase	MPTP inh	EBI2 block
CCCc1nc2ccc(NC(=O)c3ccco3)cc2c(=O)n1Cc1ccc(Cl)cc1	6	4	-29	-5	-5	-4	2.5	24
Fc1cccc(CSc2ccc3nnc(-c4ccccn4)n3n2)c1	1	-1	1	2	-6	-5	-0.4	2
CCN1CCCc2cc(CN(CCN3CCOCC3)C(=O)Nc3ccc(C)c(C)c3)ccc21	3	-1	-13	13	-6	-2	-0.1	11
O=C(Nc1nccs1)c1ccc2c(=O)n3c(nc2c1)CCCCC3	-2	0	-50	10	0	2	0.5	10
COCC(=O)N=Nc1c(O)[nH]c2ccccc12	0	-1	-2	1	-1	-2	1.1	-9
CC(C)CC(NC(=O)c1ccc(Cl)cc1)C(=O)O (centres undefined)	2	-3	2	-1	-9	-4	-0.4	-7
O=C(Nc1nc(-c2ccccc2)cs1)c1ccc(N2CCOCC2)c([N+](=O)[O-])c1	7	-3	45	25	1	2	16	-28
CCCC1Nc2ccc(C(=O)O)cc2C2C=CCC12 (centres undefined)	0	-2	-9	4	.	.	2.1	-9
O=C(CCN1C(=O)C2C3C=CC(C3)C2C1=O)Nc1c(F)cc(F)cc1Br (centres undefined)	-5	6	2	-6	-1	0	1.4	-13
CCC(=O)Nc1cc(C(=O)O)ccc1Sc1ccccc1	-2	-1	10	-14	-2	2	1.0	-10
O=C(COC(=O)c1cccc([N+](=O)[O-])c1)Nc1ncc(Br)s1	-6	-5	10	10	-6	-4	-1.1	1
Cc1ccc(NC(=O)Cn2nnc(C(=O)NCc3ccc4c(c3)OCO4)c2N)cc1	-1	-8	-13	18	-1	-1	0.3	16
COc1cccc(-c2ccc(C#N)c(OC(=O)c3c(Cl)cccc3Cl)n2)c1	6	-6	15	10	-4	-18	2.6	16
COc1ccc(-c2cc(C(=O)Nc3sc4c(c3C#N)CCCC4)c3ccccc3n2)cc1	-2	-5	-1	33	.	.	-8.8	11
O=C(Nc1cnn(Cc2ccc(F)cc2)c1)c1cc(-c2cccs2)on1	-2	-6	-4	1	-6	0	0.5	23
C#CCOCCOCCOCCNc1nc(N2CCN(C(=O)[C@H]([C@@H](C)CC)n3cc(CCC(=O)O)nn3)CC2)nc(N2CCN(C(=O)[C@H](CCCCN)n3cc(CCCC)nn3)CC2)n1	-5	4	6	3	.	.	-0.4	12
CS(=O)(=O)N1CCN(C(=O)Cc2ccc([N+](=O)[O-])cc2)CC1	-2	2	-13	0	-8	-5	3.2	2
CCCC(=O)c1cc2cc(Cl)ccc2oc1=O	0	2	8	-8	-5	-3	-0.3	5
COc1ccccc1NS(=O)(=O)c1cccc(C(=O)N/N=C(/C)c2ccc(-n3ccnc3)cc2)c1	-2	-1	0	4	.	.	3.4	-1
S=C(Nc1ccc(Br)cc1)N1CCCC1	-5	-3	-15	24	-7	1	-0.9	-2
CN(C(=O)c1cccs1)c1ccc(OCC(=O)Nc2ccc(C(=O)O)cc2)cc1	-2	-1	-2	-3	-5	1	1.0	-4
O=C(CSc1nnnn1C1CCCCC1)Nc1ccccc1N1CCOCC1	0	-2	3	12	-13	-4	-1.6	5
CCOc1ccc(Oc2ccc(S(=O)(=O)N3CCOCC3)cc2NC(=O)C2=COCCO2)cc1	7	-1	-8	2	-3	8	-0.1	-15
Cc1ccc(NC(=O)COC(=O)C2(CC(=O)NC(C)C)CCCC2)cc1C	-6	1	-1	17	0	4	0.0	9
O=C(CCc1nc2ccccc2[nH]1)Nc1ccc(F)cc1	-13	-1	-1	-3	-10	1	-1.1	-6
CCOC(=O)c1cccc(N/C=C/C(=O)c2ccc(OC)c(OC)c2)c1	4	-11	-81	1	-3	-1	-0.6	4
C[C@H](OC(=O)c1[nH]cnc1C(=O)N1CCN(C(=O)OC(C)(C)C)CC1)c1ccccc1	-1	-1	14	-3	-8	-3	-3.0	-7
CCn1c(SCC(=O)Nc2cc(C)on2)nnc1-c1cccnc1	-1	8	3	0	-7	0	-0.4	-13
COc1cc(C(=O)Nc2ccc(NC(=O)C3CCCCC3)nc2)cc(OC)c1OC	3	-3	19	12	-8	-7	-1.6	3
COc1ccccc1N1C(=NC(=O)CCC2CCCC2)SC2CS(=O)(=O)CC21 (centres undefined)	-4	-6	2	14	-6	-4	-0.7	-9

compound	CXCR6 inh	NR3A LBD binder	Gli-Sufu block	CCR6 antag	A3G deaminase	A3A deaminase	MPTP inh	EBI2 block
CN(Cc1ccccc1)C(=O)COc1ccc(-c2nnco2)cc1	1	3	2	3	-7	-1	-0.1	8
CC(C)Sc1nnc(SCC(=O)N(C)C2CCS(=O)(=O)C2)s1 (centres undefined)	6	4	4	-4	-1	-4	-0.3	2
O=C(COC(=O)CN1C(=O)NC2(CCCC2)C1=O)Nc1ccc(C(F)(F)F)cc1[N+](=O)[O-]	-45	-1	-4	0	4	4	0.4	-10
CC(=O)c1ccc(NC(=O)CN2C(=O)/C(=C/C(C)=C/c3ccccc3)SC2=S)cc1	15	8	-8	3	.	.	1.2	3
COCc1nnc(NS(=O)(=O)c2ccc(F)cc2)s1	-14	2	-2	-3	-4	-1	-1.9	6
CCOc1ccc(NC(=S)NNC(=S)Nc2cccc(C(F)(F)F)c2)cc1	18	20*	8	11	-5	-5	80*	16
CCC1(CC)C(=O)NC(=O)NC1=Nc1cccc(OC)c1	-4	-1	5	20	-5	-1	1.1	0
COc1ccc(-c2nc(NC(=O)c3n[nH]c(=O)c4ccccc34)sc2C)cc1	4	-15	7	10	-1	3	0.3	-6
CCCn1c(N)c(C(=O)COC(=O)CCNS(=O)(=O)c2ccccc2F)c(=O)[nH]c1=O	4	0	-16	5	-8	0	-0.4	0
O=C(Nc1nc2c(s1)CCc1ccccc1-2)c1ccco1	-14	-8	-14	15	-3	-1	2.5	0
CCOC(=O)C1CCCN(C(=O)/C=C/c2ccc([N+](=O)[O-])cc2)C1 (centres undefined)	-5	0	-18	2	-2	5	-1.0	9
CCc1cc2c(SCC(=O)NC(=O)c3cccn3C)ncnc2s1	2	-1	1	0	0	0	0.4	-16
CCS(=O)(=O)NCC(c1cccnc1)N1CCN(c2ccccc2OC)CC1 (centres undefined)	1	5	4	5	-10	-3	-1.0	-6
COC(CNC(=O)c1ccc(CS(=O)(=O)c2ccc(C)cc2)o1)OC	-3	3	31	6	-6	-1	3.6	-2
O=C(NCc1ccco1)C1CCC(N2C(=O)c3ccccc3C2=O)CC1 (centres undefined)	3	-11	1	-8	-5	2	1.6	-14
COc1ccc(-n2nnnc2SCC(=O)c2ccc3c(c2)OCCO3)cc1	2	-6	-29	2	-4	-1	1.6	4
COc1ccc(C(CNC(=O)c2cccc(S(=O)(=O)Nc3ccc(Br)cc3)c2)N(C)C)cc1 (centres undefined)	5	-9	-7	4	.	.	2.8	-2
CC[C@@H](C)C(NC(=O)OC(C)(C)C)c1cn([C@@H](Cc2ccc(O)cc2)C(=O)N2CCN(C(=O)OC(C)(C)C)CC2)nn1 (some centres undefined)	-2	0	9	5	-3	0	-0.4	-3
CC(C)(C)C(=O)CSc1ncnc2c1cnn2Cc1ccccc1	-1	-1	-16	3	-5	1	2.7	-4
Cc1ccc(C(=O)OCC(=O)NC2CCCCC2)o1	-2	-2	-2	-2	-1	11	0.4	4
Cc1ccccc1-c1nc2ccccc2o1	-4	2	-17	5	-7	-4	0.7	-7
COc1ccc(CCNC(=O)CSc2ccc(-c3cccs3)nn2)cc1OC	2	-1	11	8	8	16	-0.3	-2
COc1ccc(C(O)(c2ccccc2OC)C(CN2CCOCC2)c2ccccc2)cc1 (centres undefined)	-2	-2	10	10	-2	3	-1.9	20
CCOc1ccc(/C=C/C(=O)OCC(=O)NCCc2ccc(OCC)c(OCC)c2)cc1OC	-7	1	-3	5	-10	-4	0.6	8
O=C(NN1CCOCC1)c1cc(-c2ccc(Br)s2)nc2ccccc12	2	0	6	11	0	11	2.6	9
Cc1ccc(NC(=O)c2cc(S(=O)(=O)N3CCCCC3)c[nH]2)cc1F	3	-1	-4	-4	-3	-1	-1.1	12
Cc1cccc(NC(=S)N2CCCN(c3ncccc3[N+](=O)[O-])CC2)c1	4	-1	4	4	-3	7	2.2	-7
CCOC(=O)C(CCCOc1cccc(OC)c1)C(=O)OCC	-7	0	5	8	-1	2	-1.4	0
CC(C)OC(=O)CC1C(=O)NCCN1C(=S)NC(=O)c1ccccc1 (centres undefined)	1	-3	-18	12	-1	-1	0.1	-10
CCC(c1nnc(SCCNCCO)n1CCN1CCOCC1)N(C)C (centres undefined)	.	4	-15	-36	-11	-5	.	.

compound	CXCR6 inh	NR3A LBD binder	Gli-Sufu block	CCR6 antag	A3G deaminase	A3A deaminase	MPTP inh	EBI2 block
Cc1onc(-c2c(F)cccc2Cl)c1C(=O)N(Cc1ccccc1)C(C)C	-1	1	6	20	-10	-5	-0.2	-5
COC(=O)c1ccc(OCC(O)CN2C(=O)NC(C)(C)C2=O)cc1 (centres undefined)	14	-1	-7	-6	.	.	-1.7	-17
Cc1ccc(COn2c(-c3ccc(Cl)cc3)nc3ccc([N+](=O)[O-])cc32)cc1	-6	0	-105	11	-2	0	88*	14
Nn1c(COc2cccc(Br)c2)nnc1SCC(=O)NCC1CCCO1 (centres undefined)	-5	2	-13	6	-12	-6	0.2	-6
CC1(C)C/C(=C(/C#N)C(N)=O)CCO1	-10	2	9	9	-1	-1	0.0	-1
NC(N)=N/N=C/c1cc([N+](=O)[O-])ccc1O	17	1	-3	9	-9	0	-2.8	-1
Cc1ccc(C(C(=O)NC(C)(C)C)N(Cc2ccc3c(c2)OCO3)C(=O)c2ccc(CN3CCOCC3)o2)o1 (centres undefined)	6	-2	37	8	-4	0	-1.3	0
O=C(NCCc1ccc(F)cc1)c1ccncc1	-6	0	-28	-7	-6	-1	1.0	-8
CCCC(=O)Nc1cc(Cl)ccc1N1CCN(C(=O)CC)CC1	0	2	3	-14	-6	-5	0.1	-6
CC(C)COC(=O)c1cc(=O)[nH]c2ccccc12	3	5	-1	16	-11	-1	-1.3	3
O=[N+]([O-])c1ccc(S(=O)(=O)Nc2cccc(-c3ccc(N4CCOCC4)nn3)c2)cc1	-3	72*	-29	13	-11	-4	-0.8	-3
O=C(CN1C(=O)c2ccc([N+](=O)[O-])cc2C1=O)NCCC1=CCCCC1	-14	0	-5	3	-6	-2	-1.2	-3
Cc1ccc(C(=O)O)cc1S(=O)(=O)Nc1ccccc1C(=O)NC1CC1	-4	3	0	-1	-8	4	0.2	-1
O=C(CCNc1ccccc1)c1ccc2c(c1)OCO2	-6	-1	-112	-4	-1	0	1.1	4
CCNC(=O)COC(=O)/C=C/c1cccc(F)c1	-7	-6	2	2	6	7	-0.2	-12
Cc1nnc(NC(=O)c2ccc(F)c(S(=O)(=O)N3CCOCC3)c2)s1	2	0	8	10	-6	-1	3.9	0

Some of the entries above in another layout.
Second line of a record – CXCR6 inh, NR3A LBD binder, Gli-Sufu block, CCR6 antag, A3G deaminase, A3A deaminase, MPTP inh, EBI2 block
Cc1ccc(C(C(=O)NC(C)(C)C)N(Cc2ccc3c(c2)OCO3)C(=O)c2ccc(CN3CCOCC3)o2)o1 (centres undefined)
  6, -2, 37, 8, -4, 0, -1.3, 0
O=C(CN1C(=O)c2ccc([N+](=O)[O-])cc2C1=O)NCCC1=CCCCC1
  -14, 0, -5, 3, -6, -2, -1.2, -3
